# Bioassay records as filed in PubChem BioAssay.
# bCat KO growth – beta-catenin-lacking colon tumor cell growth suppression. HCT116 beta-catenin knockout viability, CellTiter-Glo, 60 h; stronger effect = lower value. viability, % at 10 µM. hit rate 1.5% among 140,000. AID 818;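 active means viability at or under a set limit, the compound median less 4 SD, cut at about 6% in these data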;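 further: 0% = Hyamine 1622 control at 20 µM and 100% = untreated cell control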
# E-sel TNF inh – blocks E-selectin expression induced by TNF alpha; inhibition, % at 2 µM; HUVEC TNFa-induced E-selectin immunofluorescence, high content; hit rate 0.71% among 120,000;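 active means inhibition above the batch mean plus 3 SD, and confirmed as a hit on visual image review, cut at about 43% in these data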;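 further: 0% = TNF-stimulated DMSO wells and 100% = unstimulated control wells; not every result past the cut was called active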
# Phagocytosis inh – inhibitors of macrophage phagocytosis; hit rate 0.07% among 110,000; AID 1029; inhibition, % at 5 µM; J774A.1 macrophage IgG-bead phagocytosis, imaging;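 active means inhibition above the mean of the plate negative controls plus 5 SD, cut at about 13% in these data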;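 further: phagocytic index as fraction of beads internalized from green versus red external bead signal; plate controls were DMSO negative control for no effect and cytochalasin-D positive control for full effect; some results beyond the cut were filed as inactive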
# HCT116 PTEN-null – growth suppressors of cells with PTEN tumor suppressor deletion. AID 827. HCT116 PTEN-null viability, CellTiter-Glo, 60 h; stronger effect = lower value. viability, % at 10 µM. hit rate 1.2% among 140,000;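 active means viability at or below a set limit, 4 SD under the median of all tested compounds, cut at about 3.7% in these data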;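 further: PTEN knockout HCT116 line with beta catenin targeted HCT116 as companion control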
# Measles CPE – protection of cells from measles virus; protection (pct of control), % at 4 µM; Measles virus-infected cells, CPE protection, absorbance; hit rate 1.5% among 140,000; AID 841; in the data active means protection mostly above about 24%, no sharp cut-off; inactive means mostly below about 26%; further: some compounds called inactive have numbers as strong as hits
# MRP-1 activ – activators of MRP-1 | hit rate 0.61% among 140,000 | H69AR cells + doxorubicin, viability rescue, CellTiter-Glo | viability increase, % at 10 µM;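 active means viability gain under doxorubicin at or above a set limit, the compound median plus 3 SD, cut at about 4.7% in these data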;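 further: MRP-1 overexpressing cells given doxorubicin 25 µM after compound pretreatment; 18-22 h compound pretreatment then 72 h with doxorubicin before readout; 0% = doxorubicin-only wells and 100% = vehicle-treated cells without doxorubicin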
# BB579 growth dn – yeast BB579 growth reduction in restrictive medium; S. cerevisiae BB579 growth, OD615, 48 h; inhibition, % at 10 µM; hit rate 0.51% among 140,000;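 active means inhibition above a set limit, 3 SD over the mean compound inhibition, cut at about 44% in these data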; further: inactives centre near -24
#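 System: Saccharomyces cerevisiae DeaD strain BB579, replicative lifespan model yeast. Buffer or medium: restrictive glucose-based CSMM-D medium. Doses: one dose, 10 µM compound with 0.25% DMSO. Timing: 4 h preincubation and 48 h exposure at 30 °C. Detection: turbidity as optical density at 615 nm. Benchmarks: amphotericin B 10 µg/mL, positive.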
# GALR2 antag – antagonists of human galanin receptor 2 (GALR2); O43603; hit rate 0.39% among 140,000; GALR2-expressing cells, antagonist mode; inhibition, % at 4 µM; in the data active means inhibition above about 27%;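 further: cells stimulated with galanin 1-16 at roughly its EC80; 0% = agonist challenge control and 100% = basal control without agonist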
# Target sequence (O43603 whole entry, looked up): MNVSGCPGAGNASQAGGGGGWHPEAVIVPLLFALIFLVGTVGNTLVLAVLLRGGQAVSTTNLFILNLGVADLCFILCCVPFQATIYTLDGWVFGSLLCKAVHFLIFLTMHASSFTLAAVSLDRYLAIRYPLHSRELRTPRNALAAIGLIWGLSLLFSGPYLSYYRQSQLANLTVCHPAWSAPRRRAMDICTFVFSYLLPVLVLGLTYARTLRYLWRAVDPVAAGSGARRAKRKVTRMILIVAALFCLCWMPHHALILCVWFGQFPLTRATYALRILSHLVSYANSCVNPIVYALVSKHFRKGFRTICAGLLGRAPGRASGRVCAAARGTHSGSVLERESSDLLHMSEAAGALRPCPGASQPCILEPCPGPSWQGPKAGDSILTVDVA
# Yeast life ext – yeast lifespan extension; hit rate 0.68% among 130,000; S. cerevisiae growth with nicotinamide, OD615; deaD strain in restrictive glucose medium; inhibition of the nicotinamide effect, % at 10 µM;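 active means inhibition above a set limit, placed 3 SD over the median of all compounds, cut at about 26% in these data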;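 further: 0% = nicotinamide-treated wells and 100% = cells grown without nicotinamide; some compounds called inactive have numbers as strong as hits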
#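 Material: Modified budding yeast, DeaD strain | Medium: Restrictive glucose medium | Probe or stimulus: 1.5 mM nicotinamide | Dosing: Single dose 10 µM compound, 0.25% DMSO | Times: 48 h at 30 °C | Technique: OD615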
# NPY-Y2 antag – blocks the human neuropeptide Y Y2 receptor; inhibition, % at 2.7 µM; AID 793; hit rate 0.99% among 140,000; P49146; NPY-Y2 expressing cells, antagonist mode; in the data active means inhibition above about 17%;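 further: 0% = vehicle with agonist challenge and 100% = reference antagonist with challenge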
# Target sequence (P49146 whole entry, looked up): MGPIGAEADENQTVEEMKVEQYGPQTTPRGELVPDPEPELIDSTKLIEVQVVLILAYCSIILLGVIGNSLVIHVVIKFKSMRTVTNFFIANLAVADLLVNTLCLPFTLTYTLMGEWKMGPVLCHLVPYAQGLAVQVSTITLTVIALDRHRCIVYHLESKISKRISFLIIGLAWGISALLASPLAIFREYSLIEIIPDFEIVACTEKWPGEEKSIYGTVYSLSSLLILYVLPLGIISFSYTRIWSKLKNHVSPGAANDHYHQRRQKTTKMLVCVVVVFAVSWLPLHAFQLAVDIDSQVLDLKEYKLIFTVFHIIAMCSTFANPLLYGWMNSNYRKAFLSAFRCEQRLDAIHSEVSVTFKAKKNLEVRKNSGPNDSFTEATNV
# Active calls of the source: *; / = not tested or not shown; & = joins results of further samples.
SMILES,bCat KO growth,E-sel TNF inh,Phagocytosis inh,HCT116 PTEN-null,Measles CPE,MRP-1 activ,BB579 growth dn,GALR2 antag,Yeast life ext,NPY-Y2 antag
O=C(NCc1ccc2c(c1)OCO2)c1cccc2c1C(=O)N(C1CCCCC1)C2,102,/,0,101,13,-0.3,-41,-5,-1,3
COc1ccc(CC(=O)Nc2cccc(-c3csc(C)n3)c2)cc1,84,-3,-2,55,5,-2.9,-29,0,-19,2
COc1ccc(C2=NC(c3ccccc3)CO2)cc1 (stereo not given),93,-18,/,102,14,0.6,-19,-5,12,-1
COC(=O)Cn1cc(/C=N/NC(=O)c2ccc(C#N)cc2F)c2ccccc21,97,-25,4,94,6,-2.7,-43,16,-12,1
CCCc1n[nH]c2c1C(=O)CC(C)(C)C2,100,-16,0,97,24,-0.7,-9,8,-4,4
COc1ccc(NC(=O)CS(=O)CC(=O)Nc2cc(Cl)ccc2OC)cc1 (stereo not given),96,-15,0,99,5,-1.3,-31,-4,-6,0
O=C(c1ccc(-c2ccccc2)cc1)N1CCN(C(=O)c2ccco2)CC1,57,/,2,68,4,-0.4,-15,-1,-13,1
c1ccc(CSCc2cn3ccsc3n2)cc1,102,-5,-1,102,20,-0.3,-75,-5,-17,3
CCCCN=Cc1sc2ccc(OCC)cc2c1O,92,1,-2,95,5,-1.6,-14,1,-8,1
CCOc1ccccc1CNC(=O)c1cc2oc3ccccc3c2n1CC,56,/,186*,55,35*,7.6*,6,3,-3,7
O=C1CCC([N+](=O)[O-])C(c2ccc(Cl)cc2)N1 (stereo not given),90,-11,-1,88,10,-1.2,-2,-4,-3,-2
O=C(NN1C(=O)C2C3CCC(O3)C2C1=O)c1ccco1 (stereo not given),106,-6,-3,102,5,0.4,-33,-2,8,2
C=CCc1ccccc1OCC(O)CN1CCN(c2ccc(C)cc2)CC1 (stereo not given),60,27,0,60,/,-0.3,-74,10,-6,7
O=C(COC(=O)C1COc2ccccc2O1)NC(=O)NC1CCCC1 (stereo not given),81,-10,0,90,9,-1.7,-43,6,-9,1
CS(=O)(=O)N1CCCC(C(=O)NCCN2CCC(Cc3ccccc3)CC2)C1 (stereo not given),81,/,0,92,5,-1.7,-2,6,-7,1
CCOC(=O)c1c(-c2ccc(F)cc2)csc1NC(=O)CN1C(=O)NC2(CCCCC2C)C1=O (stereo not given),78,-1,-3,31,12,-2.2,-16,-13,0,2
COc1ccccc1CNC(=O)CN(c1ccc(C)cc1)S(=O)(=O)c1c(C)n[nH]c1C,87,/,-2,95,14,-0.1,18,7,-17,0
Cc1ccc(NC(=O)CC2C(=O)NC3CCCCC3N2C(=O)c2ccc(F)cc2)cc1C (stereo not given),89,7,0,80,9,-3.0,-1,3,-4,0
CCCC(=O)Nc1ccc(C(=O)/C=C/c2ccc(SC)cc2)cc1,19,-36,-1,20,6,-6.7,-39,8,0,2
CSc1ccccc1C(=O)Nc1cccc(C(C)=O)c1,97,-12,2,99,7,-0.3,-8,-5,-10,0

# Overlap with the part before: 2 entries, followed by the next part.
SMILES,bCat KO growth,E-sel TNF inh,Phagocytosis inh,HCT116 PTEN-null,Measles CPE,MRP-1 activ,BB579 growth dn,GALR2 antag,Yeast life ext,NPY-Y2 antag
CCCC(=O)Nc1ccc(C(=O)/C=C/c2ccc(SC)cc2)cc1,19,-36,-1,20,6,-6.7,-39,8,0,2
CSc1ccccc1C(=O)Nc1cccc(C(C)=O)c1,97,-12,2,99,7,-0.3,-8,-5,-10,0
Cn1c(C(=O)NCCN2CCOCC2)cc2sccc21,88,/,-1,92,6,-2.7,-33,-13,-3,1
Cc1ccc(OCCn2cnc3ccccc3c2=O)c([N+](=O)[O-])c1,75,8,-6,87,4,-3.1,-11,-6,4,0
CCC(=O)NC(=S)Nc1cccc(-c2nc3ncccc3o2)c1,108,/,-4,99,18,-0.9,-23,6,-2,4
COc1ccc(NC(=O)N2CCCC(c3nc(-c4ccc(C(C)C)cc4)no3)C2)cc1 (stereo not given),77,-1,-2,72,1,0.5,-21,4,-12,-1
Cc1ccc(OCC(=O)NCCN2CCOCC2)cc1C,87,-12,-3,94,15,-2.2,-15,-1,-19,0
CCOc1ccccc1NC(=O)C1CCCCN1S(=O)(=O)c1ccc(F)cc1 (stereo not given),87,1,5,80,6,-1.9,2,-2,-10,-1
COc1ccc(NC(=O)CSc2nc(O)c(Cc3ccccc3)c(=O)[nH]2)cc1,87,/,4,92,5,-2.8,-49,-3,4,-2
CN(c1cccc(NC(=O)CN(c2ccc(Cl)c(Cl)c2)S(=O)(=O)c2ccccc2)c1)S(C)(=O)=O,46,/,/,27,8,-3.5,-60,-4,29*,-4
OC(COC1CCCCC1)CN1CCN(c2ccccc2)CC1 (stereo not given),95,-11,2,88,9,-2.1,-39,-1,-6,1
CCOc1ccc(-n2c(SCC(=O)Nc3ccc4c(c3)OCO4)nc3ccccc3c2=O)cc1,81,17,-3,85,45*,-2.0,-30,2,8,1
CC(=O)N1N=C(c2ccco2)CC1c1cccs1 (stereo not given),91,29,2,106,10,-0.5,-67,9,-15,1
CCCCC(=O)Nc1nnnn1CCC,97,/,-2,105,13,-0.5,-25,-4,7,2
CN(C)Cc1ccc(F)cc1Sc1cc(Cl)ccc1Cl,78,7,0,78,6,-2.2,-56,-8,7,20*
CCOC(=O)c1c(NC(=O)c2c(-c3ccccc3)noc2C)sc(C)c1-c1ccccc1,70,26,0,81,33,-2.0,-70,5,-1,1
O=C(Cn1cnc2c(cnn2-c2ccc(Cl)cc2)c1=O)NC1CCCCC1,82,-16,-1,96,3,-2.9,-40,-6,1,3
CCCCNC(=S)NC(=O)c1ccc(Cl)cc1Cl,76,-39,-2,90,20,-1.7,-1,-12,-7,12
CCOC(=O)C(NC(=O)Cc1ccccc1)(Nc1cc(C)on1)C(F)(F)F (stereo not given),112,19,/,90,7,0.1,-40,-10,/,4
CCOC(=O)c1c(C)oc2ccc(OC(=O)N3CCOCC3)cc12,89,-59,-1,87,4,-1.3,-37,1,-17,0
COc1ccc2c(c1OC)C(=O)N(c1ccc3c(c1)CCC3)C2=O,98,0,/,101,10,3.4,-37,0,/,0
O=C(c1c(F)cccc1F)N(Cc1ccccn1)C1CCCC1,89,0,-5,91,0,-3.6,3,2,3,3
CCCCCC(=O)Nc1ccc(Cl)cn1,106,-14,/,113,17,-0.4,-10,1,-10,2
CN(C1CCCCC1)S(=O)(=O)c1ccc(NC(=O)CCC(=O)O)cc1,89,12,/,100,12,-0.1,-26,-24,-7,0
Cc1ccc(S(=O)(=O)N/N=C/c2cn(C)nc2C)cc1,95,3,-3,104,10,-0.3,-22,-10,-5,0
CCn1c(C)nc2cc(C(=O)NNC(=S)Nc3ccc(Cl)cc3Cl)ccc21,70,-2,2,84,9,-0.5,-4,6,-5,8
CCCCc1nnc(NC(=O)C2CCCO2)s1 (stereo not given),99,27,-2,106,7,0.3,-9,6,-9,0
O=C1c2ccccc2-c2ncnc3c(N4CCOCC4)cc(N4CCOCC4)c1c23,83,-10,0,83,1,-4.0,-10,0,5,4
Cc1nnc(Oc2ccccc2F)c2ccccc12,100,-6,0,94,3,0.8,-16,3,-7,3
CCn1c(SCC(=O)Nc2cc(C)on2)nc2c(c1=O)SC(C)C2 (stereo not given),99,-9,0,86,13,-1.2,-16,1,-3,1
O=C(Nc1ccc2c(c1)OCCO2)c1cccc(S(=O)(=O)N2CCCCC2)c1,79,31,1,88,4,-0.2,-30,7,-12,-1
CCOC(=O)C1CCCN(C(=O)CN2C(=O)C(CC)Oc3ccc(C)cc32)C1 (stereo not given),88,36,0,97,8,-3.7,-10,-8,-1,0
O=C(CN1C(=O)NC2(CCCCCCC2)C1=O)N1CCOCC1,96,/,0,101,3,0.8,-31,9,-1,7
CC(=O)OC1COC(n2ccc3ccccc32)C(OC(C)=O)C1OC(C)=O (stereo not given),106,10,0,103,6,-1.4,-43,6,-5,2
COc1ccc(NS(=O)(=O)c2ccc(NC(=O)C(C)(C(F)(F)F)C(F)(F)F)cc2)nn1,95,30,-1,96,16,-0.7,-24,1,-6,1
Cc1ccc(CSc2nnc(-c3cccnc3)n2N)cc1,89,4,/,84,10,-0.9,-36,5,-15,1
CCOC(=O)NC1CCS(=O)(=O)C1 (stereo not given),98,/,0,95,7,-0.1,-34,2,-2,6
O=C(Nc1nc2ccccc2[nH]1)c1ccccc1,51,-4,0,59&64,17,-2.7,-11,2,-18,1
COc1cc(CN2CCN(C(=O)CC(C)C)CC2)cc(OC)c1OC,97,-3,/,98,2,-2.7,-10,-4,-15,4
Cc1cccc(-c2nc3ccccc3c(=O)n2NC(=O)c2cccnc2Cl)c1,94,9,-4,96,9,-0.8,-11,-5,3,1
Cc1ccc(NC(=O)/C(=C/c2ccco2)c2ccccc2)c(C)c1,85,13,0,89,25,-1.5,-71,-5,-10,5
CCn1nnnc1SCC(=O)Nc1ccc2c(c1)OCO2,76,-20,/,92,3,-4.4,-41,9,/,2
CN1/C(=C\C(=O)c2cccnc2Cl)C(C)(C)c2ccccc21,74,18,-5,79,3,-1.0,-45,11,-2,5
COc1ccccc1C(=O)NCC1CCN(c2ccc(S(=O)(=O)N3CCOCC3)cc2)CC1,48,15,0,58,15,-1.6,3,-13,-15,3
CCn1nnnc1SCC(=O)N1CCCc2ccccc21,97,-10,/,92,18,-1.1,-37,12,/,2
CCOC(=O)C1CCCN(CCC(C)c2ccccc2)C1 (stereo not given),103,19,0,105,3,-1.8,-18,2,-9,3
CCn1c(SCC(=O)N2CC(=O)Nc3ccccc32)nnc1-c1ccoc1C,100,0,0,100,8,-0.9,-43,-1,-5,3
CC(C)n1c(SCC(=O)Nc2nc3c(s2)CCCC3)nc2c1c(=O)n(C)c(=O)n2C,67,100*,/,71,3,-5.2,-34,-9,/,6
COc1ccc(Br)cc1CNC(=O)CCc1nc(-c2ccc(C)cc2)no1,83,5,0,101,4,-1.2,-39,-16,-6,14
Cc1c(NC(=O)c2ccccc2)c(=O)n(-c2ccccc2)n1C,86,-15,/,91,21,-1.1,-36,-3,/,2
S=c1[nH]nc(Cc2cccs2)n1-c1cccc2ccccc12,89,/,-4,97,16,-2.4,-54,18,3,1
O=C(NCc1ccco1)c1ccc(CS(=O)(=O)Cc2ccc(Cl)cc2)o1,85,/,-1,85,3,-1.4,10,-5,-19,0
CN(C)C(=O)N1CCC(C(=O)NCc2cccs2)CC1,93,0,0,97,3,-0.8,-9,11,-13,2

# Filtered by structure, those above containing a nitro group on carbon
SMILES,bCat KO growth,E-sel TNF inh,Phagocytosis inh,HCT116 PTEN-null,Measles CPE,MRP-1 activ,BB579 growth dn,GALR2 antag,Yeast life ext,NPY-Y2 antag
O=C1CCC([N+](=O)[O-])C(c2ccc(Cl)cc2)N1 (stereo not given),90,-11,-1,88,10,-1.2,-2,-4,-3,-2
Cc1ccc(OCCn2cnc3ccccc3c2=O)c([N+](=O)[O-])c1,75,8,-6,87,4,-3.1,-11,-6,4,0
